# Screening data from PubChem BioAssay.
# Myeloid diff 2 = compounds promoting myeloid differentiation. ER-HoxA9 myeloid progenitors, lysozyme-GFP differentiation, flow cytometry. calls only at 10 µM. actives 1% (n = 360,000). AID 624256;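 active means normalized GFP-positive differentiation at or above the plate's own cutoff, the solvent-only control mean plus 3 SD; inconclusive means no clear call, values can overlap the other calls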;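 further: cells exposed to compound for four days before flow analysis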
# Myeloid diff 2 GFP+ MAC1+ % = further read-out of Myeloid diff 2, marked with its call; GFP+ MAC1+ double positive, %; measured here: differentiation confirmed by MAC1 staining
# An asterisk follows results filed as active; i = inactive; ? = inconclusive; · = no result given; + = active, no number. A portion of the library; rates above refer to the full screens.
Compound | Myeloid diff 2 GFP+ MAC1+ % | Myeloid diff 2
CCN(CC(=O)Nc1c(F)cccc1F)C(=O)/C=C/c1c(C)nn(-c2ccc(F)cc2)c1C | 0.5 | i
CN1CCN(c2ncnc3c2ncn3[C@H]2CN(Cc3ccc(Cl)cc3)C[C@@H](CO)O2)CC1 | 0.4 | i
Cc1ccc(S(=O)(=O)N2[C@H](CC(=O)c3ccc(F)cc3)OC[C@@H]2C(C)C)cc1 | 1.5 | i
Cc1ccc(S(=O)(=O)N2CCN(C(=O)CCc3nc4ccccc4c(=O)[nH]3)CC2)c(C)c1 | 0.3 | i
CC1(c2nnnn2-c2ccc3c(c2)OCCO3)CCC(=O)N1CC(F)(F)F (stereo not given) | 1.0 | i
CCc1ccc([C@H]2[C@@H]3C(=O)C[C@@H]4C(=O)N(C)C(=O)[C@@H]4[C@@H]3CN2S(=O)(=O)c2ccc(C)cc2)cc1 | 1.1 | i
Cc1nn(CC(=O)NC2(C#N)CCCCC2)c(C)c1[N+](=O)[O-] | 0.3 | i
CCN(CC)CCNc1cccc2sc3ccccc3c(=O)c12 | · | ?
CC1(C(=O)O)CCCN(C(=O)/C=C/c2ccccc2)C1 (stereo not given) | 2.1 | i
Cc1noc(C)c1NC(=O)N(C)C[C@@H]1Oc2c(NC(=O)NC(C)C)cccc2C(=O)N([C@@H](C)CO)C[C@@H]1C | 0.5 | i
Cc1ccc(-c2csc(NC(=O)c3c(C)noc3C)n2)cc1C | 0.1 | i
CC(=O)Nc1cccc(C(=O)OCC(=O)NCc2cc(C)c(O)c(C)c2)c1 | 0.6 | i
CCCCn1c(N)c(N(CCOC)C(=O)C2CC(=O)N(Cc3ccc(C)cc3)C2)c(=O)[nH]c1=O (stereo not given) | 0.5 | i
O=C(Nc1cc(C(F)(F)F)ccc1F)C1Cc2c(-c3ccccc3Oc3ccccc3)ccnc2O1 (stereo not given) | 0.7 | i
O=c1ccn([C@@H]2O[C@H](CNCc3cccc4c3sc3ccccc34)[C@@H](O)[C@H]2O)c(=O)[nH]1 | 1.3 | i
CCN(C(=O)COC(=O)CNC(=O)c1ccc(Cl)cc1Cl)c1c(N)n(Cc2ccccc2)c(=O)[nH]c1=O | 0.6 | i
N#Cc1ccc(CN2CCN(C(=O)CNS(=O)(=O)c3ccc4c(c3)OCCCO4)CC2)cc1 | 1.0 | i
CC(=O)Nc1cncc(-c2ccccc2N(C)C)n1 | 1.4 | i
Oc1c(Br)cc(Br)cc1/C=N/c1nc2c(s1)CCCC2 | 0.9 | i
O=C(COC(=O)C1=COCCO1)Nc1cc(C(F)(F)F)ccc1Cl | 0.6 | i
COc1ccccc1C(=O)NC(=O)COC(=O)CNC(=O)c1ccc(Cl)c([N+](=O)[O-])c1 | 0.8 | i
O=C(CN1CCN(S(=O)(=O)c2ccc(Cl)s2)CC1)N1CCCCC1 | 0.9 | i
COC(=O)Cc1ccc(OC(=O)CCS(=O)(=O)c2ccc(Cl)cc2)cc1 | 0.7 | i
O=C(NCC1COc2ccccc2O1)C1CCN(S(=O)(=O)c2ccc(Cl)cc2)CC1 (stereo not given) | 0.3 | i
COCCCN(CC(=O)Nc1ccc(F)cc1)S(=O)(=O)c1cccs1 | 1.0 | i
COCCCN1C(=O)C(CC(=O)NC(c2ccccc2)c2ccccc2)CC(C(=O)N(C)C)=C1C (stereo not given) | 0.3 | i
CCC(C)n1c(-c2cccc(S(=O)(=O)N3CCOCC3)c2)n[nH]c1=S (stereo not given) | 0.3 | i
CN(C(=O)CSc1nc(C2CC2)n(-c2ccccc2)n1)C1CCS(=O)(=O)C1 (stereo not given) | 1.1 | i
O=C(Nc1cc(S(=O)(=O)N2CCOCC2)ccc1N1CCCC1)c1ccc(F)cc1 | 1.0 | i
Cc1ccc(CNC(=O)c2cc(-c3ccccc3)nn2CC2CC(c3cccc([N+](=O)[O-])c3)=NO2)cc1 (stereo not given) | 3.2 | i
C=CCn1c(SCC(=O)N(CCOC)c2c(N)n(CCCC)c(=O)[nH]c2=O)nnc1-c1ccc(Cl)cc1 | 0.5 | i
CCOc1ccccc1NC(=O)CSc1nnc(-c2ccncc2)o1 | 0.4 | i
O=C(Cc1ccc(Br)cc1)OCC(=O)c1ccc[nH]1 | 0.5 | i
CCOC(=O)Nc1ccc2c(COC(=O)C(NS(=O)(=O)c3ccc(Cl)cc3)C(C)O)cc(=O)oc2c1 (stereo not given) | 1.1 | i
CC(=O)Nc1ccc(C(=O)COC(=O)c2c(C)noc2C)c(F)c1 | 1.2 | i
COc1ccccc1-c1noc2c1C(=O)N(Cc1cn(-c3ccccc3)nn1)CC2 | 1.1 | i
Cc1nnc(NC(=O)CCC2CCCCC2)s1 | 0.5 | i
CN=C(N)NCCC[C@H](N)C(=O)O | 3.0 | i
O=C(NCc1ccc(OC(F)(F)F)cc1)C1CC(c2ccc(C(F)(F)F)cc2)=NO1 (stereo not given) | 2.0 | i
O=C(NCCCN1CCCC1=O)C1CCN(S(=O)(=O)c2ccc(Cl)cc2)CC1 | 0.5 | i
CCOC(=O)C1CCCN(C(=O)c2ccc3ccccc3c2)CC1 (stereo not given) | 0.6 | i
COC(=O)[C@]12CCCCC=C1N(Cc1cccc3ccccc13)C(=O)[C@H](CC(=O)N1CCOCC1)C2 | 0.7 | i
O=C(COC(=O)CNC(=O)c1ccc(Cl)cc1Cl)NNC(=O)c1ccccc1F | 1.0 | i
C[C@@H](NC(=O)c1[nH]cnc1C(=O)Nc1ccccc1F)c1ccccc1 | 1.7 | i
CNc1cc(NS(=O)(=O)c2ccc(N)cc2)nc(NC)n1 | 2.4 | i
CN1C(=O)[C@@](O)(c2cn(C)c3ccccc23)c2cc(F)ccc21 | 2.0 | i
CCc1nnc(NC(=O)c2cc(S(=O)(=O)N3CCN(CC)CC3)ccc2Cl)s1 | 0.5 | i
CCOc1ccc(Cc2nnc(SCC(=O)Nc3ccccc3)n(N)c2=O)cc1 | 0.7 | i
COc1cccc(N2CCN(C(=O)c3cccc(NC(=O)C4=C(C)OCCS4)c3)CC2)c1 | 0.7 | i
CCCNC(=O)c1cc(S(=O)(=O)N2CCC3(CC2)OCCO3)ccc1F | 0.5 | i
CC(=Nc1ccccc1)C1=C(O)C(Cc2cccc(F)c2)NC1=O (stereo not given) | · | ?
CSCCC(C(=O)NC(C)(C)C)n1c(-c2ccc(C)cc2)nc2ccccc21 (stereo not given) | 2.3 | i
O=C(Nc1ccccc1Cl)c1cc(C2CCCCN2C(=O)C2CCCCC2)on1 (stereo not given) | 0.5 | i
OCCCNc1ncnc2c1ncn2[C@H]1CN(Cc2cccs2)C[C@@H](CO)O1 | 0.6 | i
COC(=O)C(c1ccccc1)C(CC(=O)c1ccccc1)c1ccccc1 (stereo not given) | 0.6 | i
C=CC[C@H](CC(=O)N(CCO)Cc1ccccc1)C(=O)NCCOC(=O)[C@@H](CC=C)Cc1ccc(F)cc1 | 2.4 | i
COc1cccc(NC(=O)N2CCc3nc(Nc4ccc(C(C)C)cc4)ncc3C2)c1 | 1.2 | i
COc1c[nH]n(-c2ccccc2)c(=O)c1=O | 0.7 | i
COc1cccc(OC)c1-c1cnc(NC(C)=O)cn1 | 0.4 | i
CCCn1nc(C(=O)NNC(=O)CCCOc2ccc(OC)cc2)c2ccccc2c1=O | 0.8 | i

# (next part)
Compound | Myeloid diff 2 GFP+ MAC1+ % | Myeloid diff 2
Cc1ccc(S(=O)(=O)N2CCN(C(C)C(=O)NCC(C)c3ccccc3)CC2)cc1 (stereo not given) | 0.8 | i
Cc1ccc(S(=O)(=O)N2C[C@]3(O)C[C@@H]4C(=O)N(c5ccccc5)C(=O)[C@@H]4C[C@]3(OC(=O)NC3CC3)C2)cc1 | 0.4 | i
CCN(CC)C(=O)C1=C(C)N(Cc2ccc(OC)cc2)C(=O)C(CC(=O)NC2CCCC2)C1 (stereo not given) | 1.1 | i
CN1OC[C@@H]2CN(C(=O)c3cccc4ccccc34)[C@H](c3ccc(N4CCCCC4)cc3)C[C@@H]21 | 0.8 | i
COc1ccc(CN2CCC2(C)C(=O)NCCc2c[nH]c3ccccc23)c2ccccc12 (stereo not given) | 0.5 | i
CC(C)n1nnnc1C1c2ccccc2C(=O)N1Cc1cccnc1 (stereo not given) | 0.9 | i
COc1ccccc1N(CC(=O)NCCN1CCOCC1)S(=O)(=O)c1ccc(C)cc1 | 0.2 | i
CC(C)c1ccccc1OCCCCCN1CCOCC1 | 0.1 | i
COCCNC(=O)c1nn2c(C(F)(F)F)cc(-c3ccccc3)nc2c1Br | 0.9 | i
CC(OC(=O)[C@@H](NC(=O)OCc1ccccc1)C(C)C)C(=O)Nc1ccc(N2CCOCC2)cc1 (stereo not given in full) | 0.4 | i
Cc1ccc([C@H]2C[C@H](n3cc(C4CC4)nn3)[C@@H](O)CN2C(=O)c2cccs2)cc1 | 1.3 | i
O=C(CSc1nnc2ccc(-c3ccccn3)nn12)Nc1ccc(F)cc1F | 0.6 | i
C[C@]12c3[nH]c4ccccc4c3CCN1C(=O)C(CC(=O)NCCc1ccccn1)C[C@@H]2C(=O)N1CCCCC1 (stereo not given in full) | 0.9 | i
COc1cc(OC)c2c(-c3cccc(-c4cccc(C)c4)c3)cc(=O)oc2c1 | 3.0* | +
COc1cc(NS(=O)(=O)c2ccc(-n3cccn3)cc2)cc(OC)c1 | 0.4 | i
Cc1ccc2c(COC(=O)C3CSC4(C)CCC(=O)N34)cc(=O)oc2c1C (stereo not given) | 0.1 | i
COc1ccc(NC(=O)CC2CC3CCC2C3)cc1S(=O)(=O)N1CCOCC1 (stereo not given) | 0.5 | i
Cc1noc(C)c1COc1ccc(C(=O)N2CCN(S(=O)(=O)c3ccc(F)cc3)CC2)cc1 | 1.3 | i
CCCCn1c(N)c(N(CCOC)C(=O)c2cc3c(s2)CCCCC3)c(=O)[nH]c1=O | 0.7 | i
CCNC(=O)C1(C)CCN(Cc2ccccc2-c2ccccc2)C1 (stereo not given) | 0.8 | i
CCCN(C(=O)c1cc(C)ccc1C)c1c(N)n(Cc2ccccc2)c(=O)[nH]c1=O | 1.0 | i
CN1OC[C@@H]2CN(C(=S)NCCc3ccccc3)[C@H](c3ccc(N4CCCCC4)cc3)C[C@@H]21 | 0.3 | i
COC(=O)C1=C(C)N(CCCC(=O)O)C(=O)NC1c1cccc2ccccc12 (stereo not given) | 1.5 | i
O=c1oc(-c2ccccc2)c(-c2ccccc2)c2ccccc12 | 0.4 | i
CC1CCC(NC(=O)c2cccc(S(=O)(=O)N3CCN(c4ccccc4)CC3)c2)CC1 (stereo not given) | 0.6 | i
FC(F)(F)Oc1ccccc1C(c1nnnn1Cc1ccccc1)N1CCN(C/C=C/c2ccccc2)CC1 (stereo not given) | 2.2 | i
Cc1cc(OCc2cccc(S(=O)(=O)N3CCOCC3)c2)ccc1Cl | 1.2 | i
CN(C)c1ccc(CNC(=O)CC[C@H]2O[C@@H](n3cnc4c(NC(=O)c5ccccc5)ncnc43)[C@H](O)[C@@H]2O)cc1 | 0.4 | i
O=C(COC(=O)c1cc(=O)[nH]c2ccccc12)Nc1ccc(Cl)c(S(=O)(=O)N2CCOCC2)c1 | 0.1 | i
COc1ccc2nc(NC(=O)c3c(C)noc3C)sc2c1 | 1.6 | i

# At a glance, part of the list above:
Compound | Myeloid diff 2 GFP+ MAC1+ % | Myeloid diff 2
COC(=O)C(c1ccccc1)C(CC(=O)c1ccccc1)c1ccccc1 (stereo not given) | 0.6 | i
C=CC[C@H](CC(=O)N(CCO)Cc1ccccc1)C(=O)NCCOC(=O)[C@@H](CC=C)Cc1ccc(F)cc1 | 2.4 | i
COc1cccc(NC(=O)N2CCc3nc(Nc4ccc(C(C)C)cc4)ncc3C2)c1 | 1.2 | i
COc1c[nH]n(-c2ccccc2)c(=O)c1=O | 0.7 | i

# The listing picks up; the 3 compounds before the break are reprinted first.
Compound | Myeloid diff 2 GFP+ MAC1+ % | Myeloid diff 2
CN(C)c1ccc(CNC(=O)CC[C@H]2O[C@@H](n3cnc4c(NC(=O)c5ccccc5)ncnc43)[C@H](O)[C@@H]2O)cc1 | 0.4 | i
O=C(COC(=O)c1cc(=O)[nH]c2ccccc12)Nc1ccc(Cl)c(S(=O)(=O)N2CCOCC2)c1 | 0.1 | i
COc1ccc2nc(NC(=O)c3c(C)noc3C)sc2c1 | 1.6 | i
CC1(C(=O)Nc2cnc3ccccc3c2)CCN1Cc1ccccc1OC(F)F (stereo not given) | 0.4 | i
C[C@H](CO)N1C[C@H](C)[C@@H](CN(C)S(=O)(=O)c2ccccc2)Oc2c(NC(=O)C3CCCCC3)cccc2C1=O | 0.9 | i
COc1ccc([C@H]2/C=C\CN(C(=O)c3ccccc3)[C@@H](C)C(=O)N2Cc2ccc(F)cc2)cc1 | 1.4 | i
CN(C(=O)c1cccc(NC(=O)Cc2ccc(NC(=O)C3CCN(C(=O)C4CCC4)CC3)cc2)c1)C1CCC1 | 0.4 | i
CC1(C)CC(=O)C=C(C(=O)N2CCCC(C(=O)c3cc(F)ccc3F)C2)O1 (stereo not given) | 1.2 | i
COc1ccccc1OCCNC(=O)CCNC(=O)c1ccccc1OC | 0.3 | i
CCCCNC(=O)C[C@@H]1C[C@@]2(C(=O)OCC)CCC=C2N(Cc2ccc(Cl)cc2Cl)C1=O | 1.2 | i
CC(=O)Nc1cccc(/C(C)=N/NC(=O)c2cccc(S(=O)(=O)N3CCCC3)c2)c1 | 1.2 | i
CCOc1ccc(NC(=O)CN(C)C(=O)c2ccccc2OCCOc2ccccc2)cc1OCC | 0.7 | i
CN(Cc1ccccc1F)C(=O)CN1CCN(S(=O)(=O)c2ccc3c(c2)OCCCO3)CC1 | 1.1 | i
CCCn1c(N)c(C(=O)CSc2nnc(Cc3cccs3)n2C2CC2)c(=O)[nH]c1=O | 1.1 | i
CC[C@]12c3[nH]c4ccc(Cl)cc4c3CCN1C(=O)[C@@H](CC(=O)NCc1ccc(OC)c(OC)c1)C[C@@H]2C(=O)N1CCN(C(=O)c2ccco2)CC1 | 0.5 | i
COC(=O)C[C@H]1CC[C@H](NC(=O)Nc2ccccc2F)[C@@H](CO)O1 | 1.3 | i
